Screens deposited in PubChem BioAssay by National Center for Advancing Translational Sciences (NCATS).
p53ts 32C kill = qHTS Screen for Compounds that Selectively Target Cancer Cells with p53 Mutations: Cytotoxicity of p53ts Cells at the Permissive Temperature; H1299-p53A138V at 32C, ATP luminescence viability, 24 h; Potency, µM (series often up to 46.1 µM), for inactives: at the top dose activity change, negative = cytotoxicity, usual class: cytotoxic; hit rate 0.93% among 130,000;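 also: 0% = DMSO and -100% = full killing by reference compound; nearly all actives have a fitted effect of over 55% in size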
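H1299-p53 A138V cells (temperature-sensitive p53) exposed 24 h to up to 46 uM compound at 32C, where p53 is wild-type in conformation. Viability read as ATP luminescence and normalised to DMSO and 100 uM tamoxifen. AC50 fitted with the Hill equation.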
p53ts 39C kill = qHTS Screen for Compounds that Selectively Target Cancer Cells with p53 Mutations: Cytotoxicity of p53ts Cells at the Nonpermissive Temperature; hit rate 1.5% among 130,000; H1299-p53A138V viability at 39C, ATP luminescence, 24 h; Potency, µM (series often up to 46.1 µM), for the others: top-dose activity change, negative = cell killing, usual class: cytotoxic; also: nearly all actives have a fitted effect of over 55% in size
Imprint erasure = qHTS Assay for Compounds that Induce Erasure of Genomic Imprints | mouse ES Peg3-LacZ reporter, beta-gal luminescence, 40 h | Potency, µM (series often up to 60.7 µM), inactives show top-dose activity change, positive = activation, actives largely listed as activators | hit rate 0.02% among 110,000;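 also: 0% = negative control wells on the plate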
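Gelatin-coated wells received 300 freshly trypsinized female ES cells with a Peg3LacZ-Neo reporter on the maternal allele, then incubated 40 hours at 37C. BetaGlo was added for 5 minutes at room temperature before a single luminescence read.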
IkB sig inh = IkB Signaling; Potency, µM (series often up to 57.1 µM), without a hit: at the highest dose IkBa stabilization activation; AID 445, 2006; hit rate 0.04% among 110,000; ABC-DLBCL IkBa-CBG/CBR dual luciferase ratio, 4 h; response scale: scaled: untreated 0%, proteasome inhibitor 100%; active = well fitted curve in the direction sought with a large enough effect in the signal ratio, not every such curve was filed as active; inconclusive = small, poorly fitted or top-dose-only effect, or a change in a side signal; the % refers to the signal ratio;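 also: the direction sought is a rising ratio; 0% = basal untreated cells and 100% = reference inhibitor full response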
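Luminescence ratio of IκBα-fused green versus native red beetle luciferase in OCI-Ly3 cells, 4 h post-doxycycline with compound; red signal alone, scaled from basal (0%) to zero light (-100%), flagged nonspecific or cytotoxic effects.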
An asterisk follows results filed as active; ? = inconclusive; . = no result given; & = joins results of further samples; [ ] = dose if it differs, or a comment. Unless noted, calls follow the shape of the dose curve; as a rule, active = well fitted curve in the direction sought with a large enough effect; inconclusive = small, poorly fitted or top-dose-only effect, or another doubt; inactive = no such curve, though single readings can be large; an effect the other way counts as inactive or inconclusive. Unless noted, % is scaled to controls: 0 for no effect and ±100 for the full control effect; potency is read from the fitted curve at half-maximal effect. This is a random part of the collection. Share with any hit: about 1.7%.

item | molecule | p53ts 32C kill | p53ts 39C kill
1 | Cc1ccc(NC(=O)N(Cc2cc3cc(C)cc(C)c3[nH]c2=O)CC2COCCO2)cc1 (stereo unspecified) | -3% | -5%
2 | O=C(Nc1cc(C(F)(F)F)ccc1N1CCOCC1)c1cccnc1 | -5% | 0%
3 | Cc1cccc(C)c1NC(=O)CSCC(=O)O | -17% | 4%
4 | Cc1cn2c(=O)cc(COC(=O)c3cccc(NC(=O)COc4ccc(Cl)cc4)c3)nc2s1 | 1% | ?
5 | O=C(Nc1cccc(Cl)c1)C1CCN(S(=O)(=O)Cc2ccccc2)CC1 | -2% | -21%
6 | CSc1ccc(CCNC(=O)NCc2noc3ccccc23)cc1 | 5% | -7%
7 | CC(C)CCN1C(=O)c2ccccc2CC1(C)C(=O)NC1CCC(C)CC1 (stereo unspecified) | -3% | -16%
8 | COc1ccc(C2=NOC(C(=O)NCCN3CCOCC3)C2)cc1 (stereo unspecified) | -6% | -5%
9 | CCN(CC)c1ncnc2c1cnn2-c1cc(Cl)ccc1C | 0% | 35%[activator]
10 | O=c1c2c3nc4ccccc4nc3n(/N=C/c3ccco3)c2ncn1CCC1=CCCCC1 | ? | -4%
11 | CCN(CC)S(=O)(=O)c1ccc(C(=O)NC2CC(=O)N(c3ccc4c(c3)OCCO4)C2)cc1 (stereo unspecified) | -2% | -12%
12 | CCOc1ccc2cc(C#N)c(SCC(=O)OC)nc2c1 | ? | -8%
13 | CCc1ccc(NC(=O)Cn2nnc(C(=O)NCc3ccc(C)cc3)c2N)cc1 | 10% | 13%
14 | O=C(NCc1ccco1)c1ccc2c(c1)C(=O)c1ccccc1-2 | -4% | 6%
15 | Cc1nn(C(=O)c2ccc(Cl)cc2)c(C)c1S(=O)(=O)N1CCCCCC1 | 2% | -7%

item | Imprint erasure | IkB sig inh
1 | -2% | ?
2 | -10% | -2.1%
3 | -4% | -0.2%
4 | -8%[10.9 µM] | ?
5 | -25%[10.9 µM] | -1.5%
6 | -11%[10.9 µM] | ?
7 | -9%[10.9 µM] | 0.2%
8 | -8% | -0.2%
9 | -12%[10.9 µM] | ?
10 | 9% | 3.2%
11 | 10%[10.9 µM] | -1.7%
12 | -22% | -2.6%
13 | 3%[10.9 µM] | -0.8%
14 | -18% | 4.2%
15 | ? | 4.3%

(listing goes on)
item | molecule | p53ts 32C kill | p53ts 39C kill
16 | O=C1c2ccccc2C(O)N1CCN1CCOCC1 (stereo unspecified) | -6% | 4%
17 | O=S(N1CCCCCC1)C12CC3CC(CC(C3)C1)C2 (stereo unspecified) | -2% | 0%
18 | CCC(Oc1ccccc1-c1nnc(-c2ccccc2)o1)C(=O)Nc1ccc(C(C)=O)cc1 (stereo unspecified) | 2% | -8%
19 | COc1ccc(C(c2nnnn2CC2CCCO2)N2CCN(c3ccc(F)cc3)CC2)cc1 (stereo unspecified) | 10% | 1%
20 | COc1ccc(CNc2ccnc(-c3ccc(C(=O)N(C)C)cc3)n2)c(OC)c1 | 11% | -3%
21 | N#Cc1nc(Cc2ccccc2)oc1NCc1cccnc1 | -2% | 13%
22 | COCCNc1oc(/C=C/c2ccc(F)cc2)nc1C#N | -5% | -19%
23 | Cc1cc(NC(=O)Nc2ccc3c(ccn3C)c2)sn1 | ? | ?
24 | CC1(C)CC(=O)NC=C(c2ccccc2)C1 | -2% | -3%
25 | COc1ccc(Cn2c(=O)c3oc4ccccc4c3n(CC(=O)Nc3c(C)cccc3C)c2=O)cc1 | 3% | 21%
26 | Cc1oc(-c2ccc(C(=O)NCCN(C)C)cc2)nc1CS(=O)(=O)c1ccccc1 | -2% | 5%
27 | O=C(NCc1cccs1)c1cc2c(s1)CCCC2 | ? | ?
28 | CS(=O)(=O)NCc1nnc(SCc2ccccc2C(F)(F)F)o1 | -10% | 3%
29 | Cc1csc2ncc(C(=O)Nc3ccccc3F)c(=O)n12 | -7% | -7%
30 | O=c1c2oc3ccccc3c2ncn1Cc1ccc(Br)cc1 | -2% | -20%

item | Imprint erasure | IkB sig inh
16 | -7% | 3.2%
17 | -9% | 0.5%
18 | -2%[10.9 µM] | -1.9%
19 | -11% | 0.3%
20 | -15% | -1.5%[11.4 µM]
21 | 18% | 0.0%
22 | 8%[10.9 µM] | -0.8%
23 | -13%&-16% | -0.6%&-7.9%
24 | -10% | 1.3%
25 | -13%[10.9 µM] | ?
26 | -5%[10.9 µM] | ?
27 | -39%[inhibitor] | ?
28 | -5% | 0.6%
29 | -15% | 0.4%
30 | 11%[10.9 µM] | -1.3%

(continued)
item | molecule | p53ts 32C kill | p53ts 39C kill
31 | CC(C)C(=O)Nc1cccc(NC(=O)c2cccnc2)c1 | 3% | 9%
32 | Cc1nnc(NC(=O)CSc2nccn2Cc2ccccc2)s1 | 5% | -3%
33 | O=C(CCN1C(=O)c2ccccc2C1=O)Nc1ccc(-c2nc3ccccc3o2)cc1 | 2% | -4%
34 | COc1ccc(Cl)cc1NS(=O)(=O)c1ccc(OC)c(OC)c1 | 7% | 8%
35 | COc1ccc(NC(=O)c2sc(SC)nc2N)cc1 | -11% | -7%
36 | O=C(Nc1ccccc1)N1CC[C@@]2(CCCN(C(=O)c3cnccn3)C2)C1 | 8% | 7%
37 | CCn1nnnc1-c1ccc(OC)c(S(=O)(=O)Nc2ccc(C(=O)OC)cc2)c1 | 8% | -7%
38 | O=C(COC(=O)c1ccc(NS(=O)(=O)c2ccc3c(c2)OCCO3)cc1)NCC1CCCO1 (stereo unspecified) | -4% | -5%
39 | CCOc1ccc(C(=O)CSc2nnc3cc(C)c4ccccc4n23)cc1 | 4% | 13%
40 | COc1cc(N2C(=O)CSC23C(=O)N(C)c2ccccc23)cc(OC)c1OC (stereo unspecified) | 0% | 5%
41 | COc1cccc(NC(=O)Cc2csc(COc3cccc(C)c3)n2)c1 | -8% | ?
42 | O=C(COc1ccccc1F)OCc1cc(=O)n2nc(-c3cccs3)sc2n1 | 1% | -13%
43 | Cc1ccc(-c2cc(C(=O)Oc3ccc(C#N)cc3)no2)cc1C | ? | ?
44 | CCS(=O)(=O)Nc1ccc(Cc2ccncc2)cc1 | -26% | -17%
45 | CCc1ccc2oc(-c3cc(N)ccc3O)nc2c1 | 13µM* | 13µM*
46 | Clc1ccc2nc(-c3ccc(Br)o3)c(Nc3ccc4c(c3)OCCO4)n2c1 | -16% | ?
47 | O=C(N/N=C/c1ccccc1Cl)c1[nH]c2ccc(Br)cc2c1-c1ccccc1 | -4% | -12%
48 | CCOC(=O)C1CCCN(C(=O)C2CCN(S(=O)(=O)CC)CC2)C1 (stereo unspecified) | -2% | -4%

item | Imprint erasure | IkB sig inh
31 | 2% | 1.1%
32 | 9%[10.9 µM] | -2.4%
33 | -10% | 7.7%
34 | . | .
35 | -72%[inhibitor] | 0.9%
36 | . | 1.1%[11.4 µM]
37 | -5% | 1.0%
38 | -11% | -0.4%
39 | -11%[10.9 µM] | 1.0%
40 | 10%[10.9 µM] | -0.4%
41 | 16%[10.9 µM] | ?
42 | -15%[10.9 µM] | 0.4%
43 | -10%[10.9 µM] | -0.4%
44 | -7% | -2.2%
45 | -71%[inhibitor] | ?
46 | -13%[10.9 µM] | 1.7%
47 | . | .
48 | -6% | -1.3%
